# CFTR F508del cor: F508del CFTR correction, initial screen, CFBE line, single point. activity (quench increase), % at 7.58 µM. CFBE cells, YFP halide quenching; stimulated with forskolin plus potentiator P3; % fluorescence drop versus neutral controls. 350,000 tested, 0.36% active;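 active = mean added fluorescence quench of at least 8% versus neutral control, with both replicates also reaching 8%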;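 also: cells transiently co-express mutant CFTR-F508del with the halide-sensitive YFP; corrector assay measuring rescue of mutant channel to the surface after 24 h compound exposure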
# miR-122 sensor: miR-122 Renilla sensor signal increase in Huh7, primary screen, miR-122 inhibitor project, cell-based, single point, plate reader; 340,000 tested, 0.3% active; activation (reporter increase), % at 12.5 µM; Huh7 miR-122 Renilla luciferase sensor, 48 h; neutral wells = 0, positive control = 100;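 active = mean replicate activation score at least 90 and every replicate individually at or above 90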;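 also: higher luciferase means less miR-122 activity so hits act as miR-122 inhibitors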
# PglD inh: C. jejuni PglD acetyltransferase inhibitors, primary screen, biochemical, DTNB colorimetric, single point. 360,000 tested, 0.098% active. inhibition, % at 12.5 µM. purified PglD enzyme, DTNB colorimetric CoA detection; in the data active = inhibition above about 16%, passing the limit was not always enough; also: strong numbers were not always called active
# FN deposit inh: inhibitors of fibronectin matrix deposition, primary screen, AH1F cells, Alexa488-fibronectin fluorescence, plate reader; AH1F fibroblasts, overnight; inhibition, % at 12.6 µM; 350,000 tested, 0.086% active;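 active = mean inhibition across replicates of 30% or more, regardless of how many single replicates reach that level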;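 also: positive control wells lacked labelled fibronectin entirely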
#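 Schedule: 1 h cell adhesion before compound, then overnight fibronectin incubation; test system: AH1F fibroblast monolayer depositing Alexa488-labelled fibronectin into matrix; quantity: 10000 AH1F cells per well; probe or stimulus: fluorescent fibronectin at 24 nM final; signal: fluorescence, ex 485 nm, em 525 nm; evaluation: percent inhibition as loss of matrix-bound fibronectin fluorescence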
# Cneo AK release: Cryptococcus neoformans cell lysis inducers, primary screen, AK release luminescence, single concentration; lysis activity, % at 15 µM; C. neoformans lysis, adenylate kinase release luminescence, 4 h; normalised: neutral wells 0, clomiphene wells 100; AID 651654, 2012; 360,000 tested, 0.2% active;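 active = mean lysis activity across replicates of at least 80%, whatever share of replicates individually reach that level; inactive = mean lysis activity below 80%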
#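 Signal: Adenylate kinase release luminescence | Assay system: Log-phase Cryptococcus neoformans yeast cells | Input: Cells at 5 × 10^6 per mL | Buffer or medium: Fresh YPD growth medium | Compound: Single dose | Schedule: Static 4 h at 37 °C with compound, 1 h detection | Controls: Clomiphene | Read-out: Luminescence rise reflecting yeast cell lysis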
# PGC1a acetyl inh: inhibitors of PGC1a acetylation signal, primary screen, cell-based, U2OS, AlphaScreen, inhibitor mode | AlphaScreen anti-acetyl-lysine; with virally co-expressed GCN5 acetyltransferase | inhibition, % at 15.6 µM | 350,000 tested, 0.17% active | AID 651687, 2012;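 active = every replicate shows inhibition of at least 40%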;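 also: 0% = neutral control wells and 100% = positive control wells; some results beyond the cut were filed as inactive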
# INS-1E GSIS act: GLuc luminescence reporter in INS-1E cells, primary screen for activators of glucose-dependent secretion of insulin; INS-1E GLuc reporter insulin secretion, 2-3 h; activation, % at 16.6 µM; 370,000 tested, 0.61% active; AID 743287, 2014;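 active = lowest replicate activation of at least 40%, so every replicate reaches that level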;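 also: 0% = median of neutral control wells and 100% = median of IBMX positive control wells; some compounds called inactive have numbers as strong as hits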
# Statin myotox sup: suppressors of statin myotoxicity in C2C12 myotubes, primary screen, cell-based, single point, plate reader. rescue of ATP level, % at 7.49 µM. 330,000 tested, 0.78% active. AID 602340, 2012. C2C12 myotubes + simvastatin, ATP luminescence, 48 h; scaled: DMSO 0, geranylgeraniol control 100;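 active = mean ATP rescue above about 67%, or every replicate alone reaching that limit, limit read from the data, passing the limit was not always enough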;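 also: myotubes were challenged with 10 µM simvastatin during compound exposure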
# Active calls of the source: *; · = no result given; & = joins results of further samples; [ ] = remark or other dose.
SMILES,CFTR F508del cor,miR-122 sensor,PglD inh,FN deposit inh,Cneo AK release,PGC1a acetyl inh,INS-1E GSIS act,Statin myotox sup
COCOc1ccc(-c2oc3c(C/C=C(\C)CCC=C(C)C)ccc(O)c3c(=O)c2OCOC)c(OCOC)c1,·,1.3,3.7,·,2.7,7.0,·,2.6
O=C(C[C@H]1CC[C@@H]2[C@H](COC[C@H](O)CN2C(=O)Nc2ccc(Cl)c(Cl)c2)O1)NCc1ccccc1,-3.1,-4.8[16.7 µM],-2.0,-1.3,-4.2,2.8,-13.6,-12.2
CN(C[C@H](Cc1ccccc1)N(C[C@H](Cc1cccc2ccccc12)N(CCc1ccccc1)N=O)N=O)N=O,-2.5&3.7,21.5,3.0,5.5&-8.5,10.4,·,-34.8&-2.2,-24.5
CCN(CC)CC(=O)c1c[nH]c2ccccc12,·,2.9,1.3,·,3.7,-0.2,·,-2.5
O=CNc1c(Cl)cc2c(c1Cl)Cc1cc([N+](=O)[O-])ccc1-2,0.7,5.0,4.0,0.9,6.6,20.5,·,1.6
CC(=O)NC1CCCN(O)C(=O)/C=C(\C)CCOC(=O)C(NC(C)=O)CCCN(O)C(=O)/C=C(\C)CCOC(=O)C(NC(C)=O)CCCN(O)C(=O)/C=C(\C)CCOC1=O (stereo unspecified),·,-19.3,4.3,·,-0.6,23.0,·,-10.1
COc1ccc(NC(=O)N(C)C[C@@H]2OCCCC[C@H](C)Oc3ccc(NS(=O)(=O)c4ccc(C)cc4)cc3C(=O)N([C@H](C)CO)C[C@@H]2C)cc1,2.2,2.8[16.7 µM],0.8,1.0,-2.7,0.0,-39.0,·
CCCOc1cccc(/C=N/NC(=O)c2csc(C)c2C)c1,·,-2.3,-8.3,·,2.1,-2.6,·,-15.5
O=C(NCCc1ccc(F)cc1)c1ccncc1,-3.5,·,2.5,2.1,-2.4,-1.9,13.4,-3.8
N#C[C@H]1[C@@H](c2ccc(C3=CCCC3)cc2)[C@H](CO)N1C(=O)c1ccccn1,4.8,·,-2.4,-13.6,-3.0,-2.8,-2.3,-23.6
C[C@H](CO)N1C[C@H](C)[C@H](CN(C)CC2CCCCC2)Oc2c(NC(=O)Nc3ccc(C(F)(F)F)cc3)cccc2C1=O,2.4,4.7[16.7 µM],3.0,·,1.4,-33.7,6.8,13.8
C[C@@H](O)C#Cc1ccc([C@H]2[C@H]3CN(C(=O)c4ccc5c(c4)OCO5)CCCCN3[C@H]2CO)cc1,-0.8,2.4[16.7 µM],2.2,-15.7,0.2,-1.3,7.5,-9.6
CN(C)CCCNC(=O)C[C@H]1CC[C@H]2[C@@H](COc3ccc(NC(=O)C4CCC4)cc3C(=O)N2C)O1,3.0,3.3[16.7 µM],1.0,-0.8,51.9,-0.8,9.0,20.2
CCN(CC)C(=O)c1cccc2c1C(=O)c1ccccc1-2,·,-3.7,-2.8,0.9,2.3,8.2,37.9,13.7
O=C(NCC(=O)N1CCCCCCC1)c1ccccc1Br,1.2,23.2,-0.3,3.0,1.4,·,2.2,-23.5
COc1ccc(CC(=O)Nc2c(C(N)=O)oc3ccccc23)cc1,3.3,1.4,3.5,2.2,-0.9,0.3,12.2,0.2
COc1cccc(S(=O)(=O)N(C)C[C@H]2Oc3cc(C4=CCCCC4)ccc3S(=O)(=O)N([C@H](C)CO)C[C@H]2C)c1,-2.6,-14.0[16.7 µM],·,·,·,-7.3,-22.6,-34.8
Clc1ccc(NN(Cc2ccncc2)c2ccc(Cl)cc2)cc1,1.4,6.9,-4.1,-23.5,-0.3,-11.2,-7.8,-3.6
CC(C)NC(=O)N[C@@H]1CC[C@@H](CCn2cc(-c3ccccc3)nn2)O[C@@H]1CO,-1.8,·,-1.1,-10.1,-1.3,0.0,22.8,-0.3
CCC(=O)Nc1nc(C)c(-c2csc(Nc3ccccn3)n2)s1,4.8,·,·,14.0,·,2.4,-3.0,·
C[C@@H]1CN([C@@H](C)CO)C(=O)c2cc(NC(=O)C3CCCCC3)ccc2O[C@H]1CN(C)C(=O)NC1CCCCC1,2.0,5.8[16.7 µM],6.1,4.9,-1.4,5.6,8.6,-14.0
CCOc1ccc(NCc2cc3cc(OC)ccc3[nH]c2=O)cc1,2.2,·,·,-0.3,·,1.1,0.8,·
C[C@@H]1CN([C@H](C)CO)C(=O)c2cc(C3=CCCCC3)cnc2O[C@H]1CN(C)C(=O)Nc1ccc(F)cc1,2.6,-10.7[16.7 µM],-2.7,-3.2,-0.3,-4.3,-25.5,13.7
COc1ccc(NC(=O)Nc2cccc3c2O[C@H](CN(C)CC2CC2)[C@@H](C)CN([C@H](C)CO)C3=O)cc1,-1.5,19.6[16.7 µM],0.3,-2.2,27.1,6.2,9.3,5.5
CC(C)(C)c1ccc(NC(=O)Nc2ccc3ccccc3n2)cc1,0.5,-1.0,1.0,-2.7,-1.9,-1.0,15.3,-1.0
COc1ccc(N2CCOCC2)c(NC(=O)c2ccco2)c1,5.6,-1.0,1.0,1.2,0.0,·,12.0,-3.8
COc1cccc(C2CC(=O)Nc3cc(C)c(C)cc32)c1 (stereo unspecified),0.3,0.8,-1.5,-2.4,-1.1,-1.6,·,0.5
CSc1ccccc1NC(=O)COc1nsnc1N1CCOCC1,0.8,·,-5.3,1.2,0.9,·,-21.8,-3.9
COc1cccc(-c2cn(CC[C@H]3CC[C@@H](NC(=O)CN(C)C)[C@@H](CO)O3)nn2)c1,0.7,·,-0.1,-7.1,10.3,-0.1,5.8,0.6
Cc1nn(Cc2ccc(C(=O)N3CCCC3)o2)c(C)c1[N+](=O)[O-],-0.6,-1.3,0.2,8.0,-1.7,·,1.3,4.7
C=CCN(C/C(=N\O)c1sc(C(=O)OCC)nc1C)c1cccc(Br)c1,-3.8,3.0,5.1,0.6,-2.2,-10.2,-12.8,6.1
COc1cccc(C(=O)Nc2ccc3c(c2)C(=O)N(C)C[C@H](OC)[C@@H](C)CN(C(=O)C2CCCC2)[C@@H](C)CO3)c1,-1.7,4.9[16.7 µM],2.7,12.8,-2.2,·,-25.1,-5.3
C[C@@H]1CN([C@H](C)CO)C(=O)Cc2cc(NC(=O)CCCCCC(=O)Nc3ccccc3N)ccc2O[C@H]1CN(C)Cc1ccncc1,-0.9,17.5[16.7 µM],-2.4,·,5.1,7.3,-14.4,-17.9
COc1ccccc1C#Cc1ccc2c(c1)O[C@H](CN(C)Cc1cncnc1)[C@@H](C)CN([C@@H](C)CO)S2(=O)=O,2.1,2.1[16.7 µM],-2.0,·,3.8,3.7,15.1,-77.4
C[C@@H]1CCCCO[C@@H](CN(C)C(=O)C2CCCCC2)[C@H](C)CN([C@H](C)CO)C(=O)c2cc(NC(=O)CCCN(C)C)ccc2O1,1.2,0.2[16.7 µM],1.7,·,6.1,-7.2,7.5,-32.6
COc1ccc(NC(=O)COC(=O)CNC(=O)c2cc(OC)c(OC)c(OC)c2)cc1,·,2.3,6.1,·,7.2,·,-5.5,·
Clc1cccc(CN2CCSCC2)c1,-1.6,-1.0,-4.3,0.2,-1.0,-8.6,5.1,2.6
CCC(CC)C(=O)N(C)c1c(C)nc2c(OCc3ccc(C(F)(F)F)cc3)cccn12,-1.4,-7.4,0.4,4.8,-0.2,-2.2,-3.6,-3.6
COc1ccc(OCc2cc(C(=O)N(C)C3CCOCC3)no2)c2ccccc12,0.9,1.6,-2.4,6.9,-2.6,·,9.7,-37.7
CCOC(=O)c1[nH]c(=S)n(Cc2ccccc2)c1C(=O)OCC,0.2,7.2,·,2.1,·,-13.8,9.9,4.2

# Molecules from the list above that have bromine (2):
SMILES,CFTR F508del cor,miR-122 sensor,PglD inh,FN deposit inh,Cneo AK release,PGC1a acetyl inh,INS-1E GSIS act,Statin myotox sup
O=C(NCC(=O)N1CCCCCCC1)c1ccccc1Br,1.2,23.2,-0.3,3.0,1.4,·,2.2,-23.5
C=CCN(C/C(=N\O)c1sc(C(=O)OCC)nc1C)c1cccc(Br)c1,-3.8,3.0,5.1,0.6,-2.2,-10.2,-12.8,6.1

# (continued)
SMILES,CFTR F508del cor,miR-122 sensor,PglD inh,FN deposit inh,Cneo AK release,PGC1a acetyl inh,INS-1E GSIS act,Statin myotox sup
CC(=NNC(=S)Nc1cccc(Cl)c1)c1ccccn1,3.3,1.2,·,5.8,·,15.5,·,-70.2
C[C@@H]1CCCCO[C@@H](CN(C)Cc2ccc3c(c2)OCO3)[C@H](C)CN([C@@H](C)CO)C(=O)c2cc(NC(=O)c3ccncc3)ccc2O1,0.8,-2.2[16.7 µM],-0.2,6.4,1.9,7.4,20.1,·
Cc1ccccc1CN1C(=O)c2ccccc2Sc2ccc(C(=O)O)cc21,2.1,·,18.4,1.8,-1.4,0.4,3.2,7.3
COc1ccc(OC)c(C(=O)CCCC(=O)c2cc(OC)ccc2OC)c1,3.0,·,3.3,-2.2,-1.0,·,-11.9,8.2
O=C(COC(=O)c1cc(S(=O)(=O)N2CCOCC2)ccc1F)Nc1ccc2c(c1)OCO2,-1.8,·,-4.6,1.6,-0.6,·,-22.6,-2.1
COc1ccc(OC)c(C2NC(=O)NC(C)=C2C(=O)Nc2ccc(C)cc2C)c1 (stereo unspecified),·,-9.5,-3.4,-17.8,-0.1,0.4,·,0.4
Cc1ccc(NC(=O)Cn2c(=O)oc3ccccc32)cc1Cl,-2.2,-1.9,1.9,3.9,0.9,-4.6,12.4,-11.7
O=C(Cc1ccncc1)Nc1ccc2c(c1)[C@H]1C[C@@H](CC(=O)N3CCOCC3)O[C@@H](CO)[C@H]1O2,2.5,3.6[16.7 µM],-4.4,-3.4,-50.0,1.8,3.4,0.7
CNC[C@@H]1OCCCC[C@H](C)Oc2ccc(NC(=O)Nc3ccccc3)cc2C(=O)N([C@H](C)CO)C[C@H]1C,-3.7,-2.8[16.7 µM],-3.6,·,0.9,6.1,5.9,3.9
O=C(Nc1ccc(Cl)c(Cl)c1)c1ccccc1,0.3,13.9,1.7,9.7,-3.2,-12.6,-28.8,·
COC(=O)/C(C#N)=C/c1ccc(-c2ccc(S(N)(=O)=O)cc2)o1,5.1,-6.5,-3.9,-4.0,-3.2,7.9,6.7,14.2

# Laid out differently: four of the compounds above.
compound | CFTR F508del cor | miR-122 sensor | PglD inh | FN deposit inh | Cneo AK release | PGC1a acetyl inh | INS-1E GSIS act | Statin myotox sup
C[C@@H]1CCCCO[C@@H](CN(C)Cc2ccc3c(c2)OCO3)[C@H](C)CN([C@@H](C)CO)C(=O)c2cc(NC(=O)c3ccncc3)ccc2O1 | 0.8 | -2.2[16.7 µM] | -0.2 | 6.4 | 1.9 | 7.4 | 20.1 | ·
Cc1ccccc1CN1C(=O)c2ccccc2Sc2ccc(C(=O)O)cc21 | 2.1 | · | 18.4 | 1.8 | -1.4 | 0.4 | 3.2 | 7.3
COc1ccc(OC)c(C(=O)CCCC(=O)c2cc(OC)ccc2OC)c1 | 3.0 | · | 3.3 | -2.2 | -1.0 | · | -11.9 | 8.2
O=C(COC(=O)c1cc(S(=O)(=O)N2CCOCC2)ccc1F)Nc1ccc2c(c1)OCO2 | -1.8 | · | -4.6 | 1.6 | -0.6 | · | -22.6 | -2.1

# Screening results from PubChem BioAssay.
